Compound activity from PubChem.
S1P2 blocker – human S1P2 receptor antagonists, primary screen, cell-based; Sphingosine 1-phosphate receptor 2 (Homo sapiens), O95136; cell-based S1P2 antagonist assay, inhibition at 5 uM; inhibition, % at 5 µM; 97,000 tested, 0.21% active; in the data active means inhibition above about 45%;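 further: CRE beta-lactamase reporter cells expressing human S1P2 stimulated with S1P; 0% = agonist at EC80 alone and 100% = agonist plus reference antagonist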
hDAT+cocaine – changed hDAT dopamine uptake under cocaine IC80, either direction, primary screen, cocaine antagonist project, cell-based, LLC-PK1 hDAT, [14C]-dopamine uptake, MLSMR; Sodium-dependent dopamine transporter (Homo sapiens), Q01959; LLC-PK1 hDAT cells, [14C]-dopamine uptake with cocaine IC80; actives deviate in either direction; B-score at 10 µM; 110,000 tested, 1.3% active;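 active means Z score or B-score, a plate-position-corrected score, falls beyond the plate's 99.7% confidence bounds, in either direction; inactive means both scores lie inside the 99.7% bounds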;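 further: scored against the spread of the other compound wells on the same plate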
CYP2C19 inhib – blockers of cytochrome P450 2C19 activity – biochemical, luminescence, ADME assay, primary screen; CYP2C19 Supersomes, luciferin-H EGE luminescence, 30 min; inhibition, % at 5 µM; AID 778, 2007; 96,000 tested, 21% active;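 active means CYP2C19 inhibition above a set limit at 5 µM in the primary screen, cut at about 50% in these data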;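 further: plate controls were negative control wells for no effect and 2.5 mM tranylcypromine positive control for full effect; values of inactives mirror those of a sister screen read the other way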
PostGolgi yeast – phenotypic screen on post-Golgi transport, primary screen; post-Golgi transport phenotypic cell assay; inhibition, % at 10 µM; 98,000 tested, 0.9% active; AID 739, 2007;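 further: yeast cells grown in 1536-well plates; yeast grown about 18 h at 30C before absorbance read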
CYP2C19 act – human CYP2C19 activators, primary screen, biochemical, luminescence; AID 1025, 2008; recombinant CYP2C19, luciferin-H EGE luminescence; stronger effect = higher value; 0 = fully inhibited enzyme, 1 = untreated enzyme; activation factor at 5 µM; Cytochrome P450 2C19 (Homo sapiens), P33261; 96,000 tested, under 10 active;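 active means activation factor of at least 2 at 5 µM in the primary screen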;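 further: 0 = wells with 2.5 mM tranylcypromine and 1 = vehicle-only wells; values of inactives mirror those of a sister screen read the other way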
PostGolgi ctrl – growth inhibition of yeast control strain, primary screen, counter-screen for post-Golgi transport modulator project. inhibition, % at 10 µM. AID 738, 2007. 98,000 tested, 5% active. efflux-deficient yeast background strain, growth absorbance A615, 16 h
sEH inhibitor – soluble epoxide hydrolase inhibitors, primary screen, biochemical, human sEH. Bifunctional epoxide hydrolase 2 (Homo sapiens), P34913. 91,000 tested, 0.34% active. recombinant human sEH enzymatic activity assay. inhibition, % at 2 µM; in the data active means inhibition above about 80%; further: values of inactives mirror those of a sister screen read the other way; many of its hits are not listed in these tables
Target sequence (P34913 whole entry, looked up): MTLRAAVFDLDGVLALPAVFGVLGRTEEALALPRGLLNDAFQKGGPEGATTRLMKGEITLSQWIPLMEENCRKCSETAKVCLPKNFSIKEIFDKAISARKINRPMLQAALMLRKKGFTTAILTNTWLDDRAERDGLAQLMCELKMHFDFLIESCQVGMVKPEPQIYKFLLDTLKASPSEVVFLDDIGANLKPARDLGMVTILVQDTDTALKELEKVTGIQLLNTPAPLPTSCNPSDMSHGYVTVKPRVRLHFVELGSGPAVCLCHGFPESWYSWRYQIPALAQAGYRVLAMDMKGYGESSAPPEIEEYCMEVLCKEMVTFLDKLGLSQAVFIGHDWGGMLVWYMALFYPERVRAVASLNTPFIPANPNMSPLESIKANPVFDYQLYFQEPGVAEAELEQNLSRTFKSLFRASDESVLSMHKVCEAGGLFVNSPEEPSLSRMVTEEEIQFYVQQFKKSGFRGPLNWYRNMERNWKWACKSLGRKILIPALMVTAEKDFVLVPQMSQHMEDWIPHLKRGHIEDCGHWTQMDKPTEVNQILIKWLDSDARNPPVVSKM
S1P2 agonist – S1P2 receptor agonists, primary screen, cell-based | S1P2-expressing cell line, agonist reporter read-out | activation, % at 4.5 µM | AID 729, 2007 | Sphingosine 1-phosphate receptor 2 (Homo sapiens), O95136 | 97,000 tested, 0.46% active; in the data active means activation above about 16%;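 further: 0% = vehicle low control and 100% = maximal reference agonist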
sEH activator – soluble epoxide hydrolase activators, primary screen, biochemical, human sEH. Bifunctional epoxide hydrolase 2 (Homo sapiens), P34913. 91,000 tested, 0.04% active. purified human sEH enzymatic activity, activator screen. activation, % at 2 µM; in the data active means activation above about 37%; further: values of inactives mirror those of a sister screen read the other way
The depositor's hits bear a star; · = not tested or not shown. Unless noted, no stated cut-off is given here; in the data, active means inhibition above about 30%; inactive means the rest.

Screens by letter: A = S1P2 blocker; B = hDAT+cocaine; C = CYP2C19 inhib; D = PostGolgi yeast; E = CYP2C19 act; F = PostGolgi ctrl; G = sEH inhibitor; H = S1P2 agonist; I = sEH activator
> CC(C)(C)NC(=S)Nc1ccc(Nc2ccccc2)cc1
  A = -19; B = -1.2; C = 38; D = 0; E = 0.6; F = 14; G = -6; H = -13; I = 6
> Cc1cc(S(=O)(=O)Nc2ccccc2C(=O)O)ccc1Cl
  A = -10; B = 0.031; C = 37; D = -2; E = 0.6; F = 6; G = -3; H = -6; I = 4
> CCOC(=O)c1ccc(NC(=O)CCS(=O)(=O)c2ccc(Br)s2)cc1
  A = 0; B = -0.19; C = 29; D = -1; E = 0.7; F = 8; G = 12; H = -7; I = -14
> O=C1NCCCCC1NC1CC(=O)N(c2ccccc2)C1=O (centres undefined)
  A = 4; B = 0.62; C = 0; D = -8; E = 1; F = -3; G = ·; H = -6; I = ·
> Cc1cccc(CN2CCC(CNC(=O)CCNC(=O)Cn3ccc4ccccc4c3=O)CC2)c1
  A = -5; B = -0.44; C = -3; D = 0; E = 1; F = -3; G = -4; H = -4; I = 7
> CCOCCCNC(=O)c1ccc2c(c1)ncn2C1CCCC1
  A = -2; B = 0.0051; C = -19; D = 9; E = 1.2; F = 4; G = -5; H = -6; I = 4
> CCOc1ccc(CN(Cc2ccco2)C(c2cccs2)c2nnnn2C(C)(C)C)cc1 (centres undefined)
  A = -8; B = -0.0024; C = 48; D = -10; E = 0.5; F = -2; G = 5; H = -3; I = -5
> COc1cc2cc(C(c3nnnn3Cc3ccc(F)cc3)N3CCCCCC3)c(=O)[nH]c2cc1OC (centres undefined)
  A = -11; B = 1.2; C = 21; D = 6; E = 0.8; F = -10; G = 3; H = -6; I = -3
> O=C(COc1ccc(Br)cc1CO)Nc1ccc(F)cc1
  A = 4; B = -0.51; C = 99*; D = -4; E = 0; F = 13; G = 0; H = 3; I = 0
> CCOC(=O)C1CCN(S(=O)(=O)c2cccc(-c3csc(C)n3)c2)CC1
  A = 16; B = 0.27; C = 40; D = -5; E = 0.6; F = 9; G = 2; H = -2; I = -3
> CCOC(=O)C1C(c2cc(OC)c(OC)c(OC)c2)NC(=S)NC1(O)C(F)(F)F (centres undefined)
  A = -13; B = 0.56; C = 17; D = -1; E = 0.8; F = 2; G = -7; H = 0; I = 9
> Cn1c(=NC(=O)c2ccco2)sc2cccc(F)c21
  A = -4; B = 0.024; C = 22; D = 13; E = 0.8; F = 8; G = -10; H = -4; I = 9
> CCOC(=O)c1sc(NC(=O)C(CC)Sc2nc3ccccc3[nH]2)nc1C (centres undefined)
  A = -7; B = 0.13; C = ·; D = ·; E = ·; F = ·; G = 5; H = -3; I = -3
> Cc1nn(-c2ccccc2)c2sc(-c3n[nH]c(=S)o3)cc12
  A = ·; B = 0.018; C = -6; D = -1; E = 1.1; F = 26; G = ·; H = ·; I = ·
> CN(C)c1nc(N)nc(N(c2ccccc2)c2ccccc2)n1
  A = ·; B = 1.1; C = 8; D = 1; E = 0.9; F = 29; G = ·; H = ·; I = ·
> COc1ccc(OCc2nc(N)nc(Nc3ccccc3)n2)cc1
  A = -9; B = -0.054; C = 68*; D = -1; E = 0.3; F = -1; G = 2; H = -7; I = 1
> COc1cc2c(=O)nc3n(c2cc1OC)C(c1ccccc1)N=C(N)N3 (centres undefined)
  A = 3; B = -0.54; C = 37; D = 0; E = 0.6; F = -1; G = 4; H = -5; I = -5
> Cc1ccccc1N1C(=O)CC(N2CCC(C(N)=O)CC2)C1=O (centres undefined)
  A = 3; B = -0.67; C = 5; D = 3; E = 0.9; F = 2; G = 4; H = -4; I = -1
> COc1ccc(S(=O)(=O)NCCc2ccc(F)cc2)cc1
  A = -11; B = 1.2; C = 100*; D = 1; E = 0; F = 4; G = 6; H = 0; I = -6
> O=C(c1ccc(F)cc1)N1CCN(c2ccc([N+](=O)[O-])c(N3CCCCC3)c2)CC1
  A = 7; B = 1.1; C = 19; D = -7; E = 0.8; F = 13; G = -5; H = -3; I = 3
> CCCCN=CC1=C(O)C(C(=O)OC)C(C)(C)CC1=O (centres undefined)
  A = 14; B = -0.94; C = 23; D = -4; E = 0.8; F = 1; G = ·; H = 0; I = ·
> O=C(CSc1nnc(C2CC2)n1Cc1ccccc1)c1cc2ccccc2o1
  A = 5; B = ·; C = 93*; D = -6; E = 0.1; F = 9; G = -6; H = -5; I = 9
> Cc1ccc(Cl)cc1N1CCN(Cc2nnnn2C2CCCCC2)CC1
  A = 9; B = 0.32; C = 44; D = 5; E = 0.6; F = 58*; G = -7; H = 2; I = 8
> N#Cc1cc2c(nc1SCC(=O)N1CCOCC1)CCCCC2
  A = -1; B = 0.87; C = -14; D = 2; E = 1.1; F = 5; G = 6; H = -2; I = -6
> C=CCn1c(SCC(=O)c2ccc(O)c(O)c2)nnc1-c1ccccc1OC
  A = 10; B = 0.2; C = 75*; D = 5; E = 0.3; F = -8; G = -6; H = -3; I = 5
> COc1ccc(C(=O)Nc2cccc(-c3nc4ncccc4o3)c2C)cc1OC
  A = -9; B = 0.36; C = -7; D = -4; E = 1.1; F = 9; G = 5; H = -4; I = -3
> O=C(Nc1c(F)cccc1F)c1cnc(N2CCN(c3ccccn3)CC2)c2ccccc12
  A = 19; B = 1.5; C = 36; D = 0; E = 0.6; F = 6; G = -6; H = -6; I = 7
> CCOC(=O)N1CCN(C(=O)CSc2nnc(COc3ccccc3)o2)CC1
  A = -5; B = 0.77; C = -5; D = -2; E = 1.1; F = -3; G = -9; H = -3; I = 8
> Cc1ccc2c(C)ccc(O)c2n1
  A = -26; B = 0.42; C = -2; D = -1; E = 1; F = 7; G = 7; H = -1; I = -10
> CCCCCCCC(=O)N/N=C/c1cccnc1
  A = 6; B = 0.62; C = 39; D = 4; E = 0.6; F = 6; G = 45; H = 1; I = -47
> CC(NC(=O)c1ccc2c(c1)OCCO2)C(=O)O (centres undefined)
  A = 21; B = -1.3; C = 7; D = -8; E = 0.9; F = 5; G = 11; H = -7; I = -10
> COc1ccc(CNc2nc(SCC(=O)NCc3ccco3)nc3ccccc23)cc1
  A = 19; B = 2.8; C = ·; D = 2; E = ·; F = -4; G = -1; H = -4; I = 0

3 compounds from above, ordered by their value in sEH inhibitor, highest first:
molecule	sEH inhibitor
CC(NC(=O)c1ccc2c(c1)OCCO2)C(=O)O (centres undefined)	11
Cc1ccc2c(C)ccc(O)c2n1	7
C=CCn1c(SCC(=O)c2ccc(O)c(O)c2)nnc1-c1ccccc1OC	-6

Limited to S1P2 agonist, CYP2C19 inhib and PostGolgi yeast (5 entries from above):
Compound	S1P2 agonist	CYP2C19 inhib	PostGolgi yeast
CCCCN=CC1=C(O)C(C(=O)OC)C(C)(C)CC1=O (centres undefined)	0	23	-4
O=C(CSc1nnc(C2CC2)n1Cc1ccccc1)c1cc2ccccc2o1	-5	93*	-6
Cc1ccc(Cl)cc1N1CCN(Cc2nnnn2C2CCCCC2)CC1	2	44	5
N#Cc1cc2c(nc1SCC(=O)N1CCOCC1)CCCCC2	-2	-14	2
C=CCn1c(SCC(=O)c2ccc(O)c(O)c2)nnc1-c1ccccc1OC	-3	75*	5
